C diff growth: C. difficile growth inhibitors, primary screen, HTS; Clostridium difficile clinical isolate growth, OD600, 24 h; hits give low values; 0.25% of 86,000 active; growth activity, negative = inhibition, % at 16 µg/mL (by protocol);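 active = mean growth activity at or below -80% and every replicate also at or below -80%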;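 note: 0% = DMSO wells and -100% = levofloxacin 16 µg/mL wells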
KDM4C inh: inhibitors of GASC-1 (KDM4C) histone demethylase, primary screen, biochemical, single concentration HTS; Lysine-specific demethylase 4C (Homo sapiens), Q9H3R0; GST-KDM4C 2-372, H3K9me3 peptide, LANCE TR-FRET; inhibition, % at 12.5 µM; 0.15% of 96,000 active; AID 720574, 2013;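 active = mean replicate inhibition above about 25%, with at least 55% of replicates also reaching it, limit read from the data, passing the limit was not always enough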
Target sequence (Q9H3R0 2-372 limits assumed): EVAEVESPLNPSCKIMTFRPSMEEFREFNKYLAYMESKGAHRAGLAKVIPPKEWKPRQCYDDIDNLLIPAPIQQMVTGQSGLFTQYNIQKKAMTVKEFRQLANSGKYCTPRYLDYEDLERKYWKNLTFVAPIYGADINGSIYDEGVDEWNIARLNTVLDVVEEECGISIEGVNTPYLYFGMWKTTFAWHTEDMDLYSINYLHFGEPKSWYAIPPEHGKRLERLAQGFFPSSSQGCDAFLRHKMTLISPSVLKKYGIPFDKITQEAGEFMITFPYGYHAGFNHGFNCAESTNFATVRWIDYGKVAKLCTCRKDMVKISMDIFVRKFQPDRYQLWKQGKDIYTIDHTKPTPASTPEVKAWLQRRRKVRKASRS
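material = GST-tagged GASC-1 (JMJD2C) catalytic fragment, aa 2-372 | amount = enzyme final amount 10 nM | medium = HEPES buffer, pH 7.5, plus ascorbate | also added = H3K9me3 peptide substrate, Fe(II), 2-oxoglutarate | dosing = single dose | times = 30 min demethylation and 1 h detection at room temperature | detection = LANCE TR-FRET | read-out basis = Fall in 671/618 emission ratio as inhibition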
Pf Dd2 growth: P. falciparum Dd2 growth inhibitors, primary screen, SYBR Green fluorescence, single dose replicates | 2.3% of 94,000 active | AID 1159554, 2015 | activity change, % at 10 µM | 72 h; hits give low values; in the data active = activity change below about -80%
T cruzi growth: T. cruzi intracellular proliferation inhibitors, primary screen, cell-based, beta-gal Tulahuen parasites, NIH3T3 host, luminescence | T. cruzi beta-gal in NIH3T3, GalScreen luminescence, 90 h | inhibition, % at 8.34 µM | 5.9% of 77,000 active;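 active = mean inhibition above about 93%, with at least 55% of replicates each passing it, limit read from the data, passing the limit was not always enough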
Numbers without * were called inactive; nt = no result given; & = joins results of further samples; ! = a repeat was not active.

cpd	molecule	T cruzi growth	C diff growth	Pf Dd2 growth	KDM4C inh
1	C[C@H]1CCCCO[C@H](CN(C)C(=O)Nc2ccccc2)[C@@H](C)CN([C@@H](C)CO)C(=O)c2cc(NC(=O)Cc3ccccc3)ccc2O1	40	nt	-51	1.3
2	CCNC(=O)C[C@@H]1CC[C@@H]2[C@H](COc3ccc(NC(=O)Nc4ccccc4OC)cc3C(=O)N2C)O1	20	9	-3	-1.1
3	O=C(C[C@H]1CC[C@H]2[C@@H](COC[C@@H](O)CN2C(=O)Nc2ccc(C(F)(F)F)cc2)O1)NC1Cc2ccccc2C1	45	-97*!	-2	-1.8
4	CN1C(=O)c2cc(NS(=O)(=O)c3cccc(F)c3)ccc2OC[C@@H]2O[C@@H](CC(=O)N3CCc4ccccc4C3)CC[C@@H]21	94	-1	1	0.7
5	CO[C@H]1CN(C)C(=O)c2ccc(NC(=O)Nc3cc(F)ccc3F)cc2OC[C@H](C)N(C)C[C@H]1C	-20	nt	-17	0.1
6	O=S(=O)(c1ccccc1)N1CCCCN2[C@@H](CO)[C@@H](c3ccc(C#Cc4ccccn4)cc3)[C@@H]2C1	80	-2	-48	-0.2
7	CCCC(=O)Nc1ccc2c(c1)C(=O)N(C)C[C@H](OC)[C@@H](C)CN(C)[C@@H](C)CO2	-28	-1	1	-1.3
8	C[C@@H]1CCCCO[C@H](CN(C)CC2CCCCC2)[C@H](C)CN([C@H](C)CO)C(=O)c2cc(NS(=O)(=O)c3cccs3)ccc2O1	88	12	-60	7.7
9	COc1ccccc1CNC(=O)C[C@@H]1C[C@@H]2c3cc(NC(=O)CN(C)C)ccc3O[C@@H]2[C@H](CO)O1	59	nt	7	-2.8
10	C[C@H](CO)N1C[C@H](C)[C@@H](CN(C)Cc2ccc(C(F)(F)F)cc2)Oc2c(NC(=O)CCCCCC(=O)Nc3ccccc3N)cccc2C1=O	nt	-10	-89*	-3.1
11	C[C@H]1CN([C@@H](C)CO)S(=O)(=O)c2ccc(C#Cc3ccccc3)cc2O[C@H]1CN(C)C(=O)Nc1ccccc1	3	-9	-35	-0.5
12	COc1ccccc1NC(=O)N[C@H]1CC[C@H](CCn2cc(C3(O)CCCC3)nn2)O[C@@H]1CO	55	nt	-13	-0.2
13	O=C(O)C[C@@H]1C[C@@H]2c3cc(NC(=O)C4CCOCC4)ccc3O[C@@H]2[C@H](CO)O1	nt	-7	-47	1.7
14	CCS(=O)(=O)Nc1ccc2c(c1)C(=O)N(C)C[C@H](OC)[C@H](C)CN(Cc1nccs1)[C@@H](C)CO2	0	-2	1	-0.1
15	O=C(C[C@H]1CC[C@@H](NC(=O)C2CCC2)[C@@H](CO)O1)NCCCN1CCOCC1	nt	2	7	2.6
16	C[C@H](CO)N1C[C@H](C)[C@H](CN(C)C(=O)Nc2cccc3ccccc23)OCc2cnnn2CCCC1=O	-41&25	-3	0&-14	1.5
17	COc1ccccc1-c1ccc([C@@H]2[C@@H](CO)N3CCCCN(Cc4ccncc4)C[C@H]23)cc1	58	54	-8	4.1
18	COCC#Cc1ccc(CC[C@H]2O[C@H]3CC[C@H](CO)O[C@H]3C[C@H]2n2cc(C3CC3)nn2)cc1	nt	-2	-73	nt
19	O=C(C[C@@H]1CC[C@H](NC(=O)c2cnccn2)[C@H](CO)O1)NCc1ccccc1F	14	nt	10	-0.1
20	Cc1cccc(S(=O)(=O)N2CCCCN3[C@@H](CO)[C@H](c4ccc(-c5ccncc5)cc4)[C@@H]3C2)c1	98*	-8	-21	-1.0
21	C/C=C/c1ccc2c(c1)O[C@@H](CN(C)C(=O)Nc1cccc(F)c1)[C@H](C)CN([C@@H](C)CO)S2(=O)=O	97*	-3	1	2.2
22	C[C@@H]1CCCCO[C@@H](CN(C)C(=O)C2CCCCC2)[C@@H](C)CN([C@@H](C)CO)C(=O)c2cc(NC(=O)Cc3ccccc3)ccc2O1	50	14	-73	0.3
23	CN(C)C(=O)C[C@@H]1C[C@H]2c3cc(NS(=O)(=O)c4ccccc4)ccc3O[C@H]2[C@H](CO)O1	15	-1	6	3.8
24	O=C(O)C[C@@H]1CC[C@@H](NC(=O)Nc2cc(F)ccc2F)[C@H](CO)O1	nt	2	3	2.8
25	CCCNC(=O)N1[C@H](CO)[C@H](c2ccccc2)[C@H]1CNC(C)=O	-21	9	12	-0.7
26	CO[C@H]1CN(C)C(=O)c2cc(NC(=O)c3ccno3)ccc2OC[C@H](C)NC[C@@H]1C	49	nt	11	0.1
27	C[C@H]1CN([C@@H](C)CO)S(=O)(=O)c2ccc(C3=CCCC3)cc2O[C@H]1CN(C)Cc1ccncc1	105*	4	-34	4.4
28	C[C@@H]1CN([C@@H](C)CO)C(=O)c2cc(-c3cccnc3)cnc2O[C@H]1CN(C)C(=O)C1CCC1	10	2	-2	-0.3
29	COCC(=O)N1CC2(C1)[C@H](c1ccccc1)[C@@H](CO)N2Cc1ccccc1OC	nt	7	-9	0.5
30	COc1ccc(NC(=O)N[C@H]2CC[C@@H](CCn3cc(-c4ccccc4)nn3)O[C@@H]2CO)cc1	-7	6	-23	1.2
31	C[C@@H](NC(=O)C[C@H]1C=C[C@@H](NC(=O)Nc2ccc3c(c2)OCO3)[C@@H](CO)O1)c1ccccc1	-7	nt	8	1.5
32	CO[C@@H]1CN(C)C(=O)c2cc(NC(=O)C3CCCCC3)ccc2OC[C@H](C)N(Cc2nccs2)C[C@H]1C	-19	-1	-29	-0.1
33	C[C@@H]1CN([C@H](C)CO)C(=O)Cc2cc(NC(=O)NC3CCCCC3)ccc2O[C@H]1CN(C)Cc1ccc2c(c1)OCO2	nt	4&-13	-22	nt
34	C[C@@H]1CN([C@H](C)CO)C(=O)Cc2cc(NS(=O)(=O)c3cccs3)ccc2O[C@@H]1CN(C)C(=O)Nc1ccc(F)cc1	27	3	3	-0.9
35	Cc1ccc(S(=O)(=O)N(C)C[C@H]2Oc3ccc(NC(=O)Nc4ccc(F)cc4)cc3CC(=O)N([C@H](C)CO)C[C@H]2C)cc1	-21	38	-29	10
36	C[C@H]1CN([C@@H](C)CO)C(=O)Cc2cc(NC(=O)C3CCCCC3)ccc2O[C@H]1CN(C)S(C)(=O)=O	-17	-3	14	0.1
37	CC(C)NC(=O)Nc1ccc2c(c1)C(=O)N([C@@H](C)CO)C[C@@H](C)[C@H](CN(C)C(=O)CCC(F)(F)F)OCCCC[C@H](C)O2	-36	0	0	0.2
38	Cc1noc(C)c1S(=O)(=O)Nc1ccc2c(c1)CC(=O)N([C@@H](C)CO)C[C@@H](C)[C@H](CN(C)Cc1ccc(-c3ccccc3)cc1)O2	71	17	-46	6.5
39	O=C(C[C@H]1C=C[C@H](NC(=O)Nc2ccc(C(F)(F)F)cc2)[C@H](CO)O1)NCCN1CCCC1	21	5	6	-0.4
40	C[C@H]1CN([C@@H](C)CO)C(=O)Cc2cc(NC(=O)C3CC3)ccc2O[C@@H]1CN(C)Cc1ccc(-c2ccccc2)cc1	92	9	-20	-0.2
41	O=C1CN(S(=O)(=O)Cc2ccccc2)C[C@@H]2[C@H](c3ccc(C#Cc4cccnc4)cc3)[C@H](CO)N12	nt	-5	-16	-0.4
42	C[C@@H]1CN([C@H](C)CO)C(=O)CCCn2cc(nn2)CO[C@H]1CN(C)Cc1ccc2cccnc2c1	34	-1	23	-0.3
43	CCCNC(=O)Nc1ccc2c(c1)OC[C@@H](C)N(Cc1cccnc1)C[C@H](C)[C@H](OC)CN(C)C2=O	28	nt	-13	1.1
44	C[C@H]1CN([C@@H](C)CO)C(=O)Cc2cc(NC(=O)NC3CCCCC3)ccc2O[C@H]1CN(C)C	nt	8&-3	11	-1.8
45	C[C@@H]1CCCCO[C@H](CN(C)C(=O)CCCN(C)C)[C@H](C)CN([C@@H](C)CO)C(=O)c2cc(NC(=O)c3ccncc3)ccc2O1	-61	-2	16	2.9

A different layout for two compounds above.
Order of values – T cruzi growth	C diff growth	Pf Dd2 growth	KDM4C inh
42	C[C@@H]1CN([C@H](C)CO)C(=O)CCCn2cc(nn2)CO[C@H]1CN(C)Cc1ccc2cccnc2c1
→ 34	-1	23	-0.3
43	CCCNC(=O)Nc1ccc2c(c1)OC[C@@H](C)N(Cc1cccnc1)C[C@H](C)[C@H](OC)CN(C)C2=O
→ 28	nt	-13	1.1

The list continues:
cpd	molecule	T cruzi growth	C diff growth	Pf Dd2 growth	KDM4C inh
46	CCCC(=O)Nc1ccc2c(c1)OC[C@H](C)N(Cc1ccc(-c3ccccn3)cc1)C[C@@H](C)[C@@H](OC)CN(C)C2=O	39	-3	-62	0.6
47	COc1ccc(-c2cnc3c(c2)C(=O)N([C@@H](C)CO)C[C@H](C)[C@@H](CN(C)C)O3)cc1	-22	0	25	2.3
48	O=C(Nc1cc(F)ccc1F)N1CCCCN2[C@H](CO)[C@@H](c3ccc(-c4cncnc4)cc3)[C@@H]2C1	112*	7	-14	-1.9
49	COc1cccc(S(=O)(=O)N2[C@@H]3CNC[C@H]2C3c2ccc(/C=C/c3ccccc3)cc2)c1 (stereo partly specified)	nt	-47&68	-12&-36	-1.7&-2.2
50	Cc1noc(C)c1NC(=O)N(C)C[C@H]1Oc2ccc(NC(=O)Cc3cn(C)c4ccccc34)cc2CC(=O)N([C@@H](C)CO)C[C@H]1C	-28	-8	-17	14
51	CN1C(=O)c2cc(NC(=O)C3CCCC3)ccc2OC[C@H]2O[C@H](CC(=O)Nc3ccccc3)CC[C@H]21	-29	1	-44	2.9
52	COCC(=O)Nc1ccc2c(c1)C(=O)N(C)[C@H]1CC[C@H](CC(=O)NCc3cccc(F)c3)O[C@H]1CO2	38	2	3	0.5
53	N#C[C@@H]1[C@@H](c2ccc(-c3cccc(F)c3)cc2)[C@H](CO)N1C(=O)c1cccnc1	51	8	3	-1.2
54	C[C@@H]1CN([C@@H](C)CO)C(=O)Cc2cc(NC(=O)Nc3ccc4c(c3)OCO4)ccc2O[C@@H]1CN(C)Cc1ccc(Cl)c(Cl)c1	73	11	-15	0.0
55	C[C@H]1CN([C@@H](C)CO)C(=O)CCCn2nncc2CO[C@@H]1CN(C)C(=O)Nc1cccc2ccccc12	-6	-4	-13	-0.5
56	C[C@H](CO)N1C[C@H](C)[C@H](CN(C)S(=O)(=O)c2cccs2)OCCCC[C@H](C)Oc2ccc(NC(=O)c3ccccc3)cc2C1=O	84	-1	-29	-2.1
57	C[C@@H]1CN([C@@H](C)CO)C(=O)CCCn2cc(nn2)CO[C@H]1CN(C)CC1CCCC1	-50	nt	-5	0.2
58	COc1cccc(S(=O)(=O)N(C)C[C@H]2Oc3ncc(Br)cc3C(=O)N([C@@H](C)CO)C[C@@H]2C)c1	nt	1	7	-0.9
59	Cc1noc(C)c1NC(=O)N(C)C[C@H]1OCCCC[C@@H](C)Oc2ccc(NS(=O)(=O)c3ccccc3)cc2C(=O)N([C@@H](C)CO)C[C@@H]1C	-40	4	-26	-1.0
60	OC[C@@H]1[C@H](c2ccc(-c3ccccc3)cc2)[C@@H]2CN(CCC(F)(F)F)CCCCN12	104*	30	-16	-0.9
61	CN(C)C(=O)C[C@@H]1C[C@@H]2c3cc(NC(=O)C4CCC4)ccc3O[C@@H]2[C@H](CO)O1	26	-1	-9	-1.5
62	O=C(N[C@@H]1CC[C@H](CCn2cc(-c3ccccn3)nn2)O[C@H]1CO)c1ccncc1	5	-1	-10	-1.1
63	Cc1ccc(-c2ccc(C3[C@H]4CNC[C@@H]3N4S(=O)(=O)c3ccccc3)cc2)cc1 (stereo partly specified)	nt	26&-15	16&-2	1.1&-0.5
64	C[C@H](CO)N1C[C@H](C)[C@H](CN(C)Cc2ccccn2)Oc2cc(-c3ccncc3)ccc2S1(=O)=O	106*	1	-14	-0.9

Ordered by SMILES length (low to high): 9 of the compounds above
cpd	molecule	T cruzi growth	C diff growth	Pf Dd2 growth	KDM4C inh
57	C[C@@H]1CN([C@@H](C)CO)C(=O)CCCn2cc(nn2)CO[C@H]1CN(C)CC1CCCC1	-50	nt	-5	0.2
60	OC[C@@H]1[C@H](c2ccc(-c3ccccc3)cc2)[C@@H]2CN(CCC(F)(F)F)CCCCN12	104*	30	-16	-0.9
30	COc1ccc(NC(=O)N[C@H]2CC[C@@H](CCn3cc(-c4ccccc4)nn3)O[C@@H]2CO)cc1	-7	6	-23	1.2
28	C[C@@H]1CN([C@@H](C)CO)C(=O)c2cc(-c3cccnc3)cnc2O[C@H]1CN(C)C(=O)C1CCC1	10	2	-2	-0.3
58	COc1cccc(S(=O)(=O)N(C)C[C@H]2Oc3ncc(Br)cc3C(=O)N([C@@H](C)CO)C[C@@H]2C)c1	nt	1	7	-0.9
11	C[C@H]1CN([C@@H](C)CO)S(=O)(=O)c2ccc(C#Cc3ccccc3)cc2O[C@H]1CN(C)C(=O)Nc1ccccc1	3	-9	-35	-0.5
46	CCCC(=O)Nc1ccc2c(c1)OC[C@H](C)N(Cc1ccc(-c3ccccn3)cc1)C[C@@H](C)[C@@H](OC)CN(C)C2=O	39	-3	-62	0.6
50	Cc1noc(C)c1NC(=O)N(C)C[C@H]1Oc2ccc(NC(=O)Cc3cn(C)c4ccccc34)cc2CC(=O)N([C@@H](C)CO)C[C@H]1C	-28	-8	-17	14
45	C[C@@H]1CCCCO[C@H](CN(C)C(=O)CCCN(C)C)[C@H](C)CN([C@@H](C)CO)C(=O)c2cc(NC(=O)c3ccncc3)ccc2O1	-61	-2	16	2.9
